# Screening data: PubChem BioAssay, several laboratories
# CHRM5 antagonist: CHRM5 antagonism in calcium assay | P08912 | CHO-hM5 cells, Fluo-8 calcium fluorescence, ACh EC80 | inhibition, % at 3 µM | 360,000 compounds, 0.59% hits;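 active = inhibition above a per-plate cutoff, the mean of that plate's test compounds plus 3 SD, cut at about 27% in these data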;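 also: 0% = acetylcholine EC80 with DMSO and 100% = DMSO without agonist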
# CHRM4 agonist: agonists of human muscarinic M4 receptor (CHRM4); P08173; CHO-K1 hM4/Gqi5, Fluo-8 calcium fluorescence; vehicle 0%, full acetylcholine response 100%; activation, % at 3 µM; 360,000 compounds, 0.14% hits; AID 624127;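 active = activation above the run mean over all test wells plus 3 SD, cut at about 32% in these data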;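 also: peak over basal fluorescence ratio per well then scaled between controls; 0% = DMSO wells and 100% = acetylcholine at EC100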
# Target sequence (P08173 whole entry, looked up): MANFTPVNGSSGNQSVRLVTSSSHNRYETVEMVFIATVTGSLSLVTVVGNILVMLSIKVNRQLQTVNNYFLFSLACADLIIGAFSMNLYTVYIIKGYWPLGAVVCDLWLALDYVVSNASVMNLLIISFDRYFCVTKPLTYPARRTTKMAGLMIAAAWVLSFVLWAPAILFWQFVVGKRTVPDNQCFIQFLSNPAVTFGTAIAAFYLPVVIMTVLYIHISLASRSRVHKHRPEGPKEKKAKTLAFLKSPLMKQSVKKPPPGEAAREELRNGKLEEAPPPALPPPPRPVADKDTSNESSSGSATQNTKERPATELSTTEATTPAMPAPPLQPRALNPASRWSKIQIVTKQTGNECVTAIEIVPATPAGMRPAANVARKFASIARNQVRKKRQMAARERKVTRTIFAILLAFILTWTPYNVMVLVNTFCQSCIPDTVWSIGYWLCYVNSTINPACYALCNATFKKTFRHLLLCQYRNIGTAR
# M4 antag: CHRM4 antagonism in calcium assay. P08173. 360,000 compounds, 0.73% hits. inhibition, % at 3 µM. CHO-hM4 cells, ACh EC80, Fluo-8 calcium fluorescence;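 active = inhibition above its plate's cutoff, the mean inhibition of sample wells plus 3 SD, cut at about 27% in these data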;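 also: 0% = acetylcholine EC80 with DMSO and 100% = DMSO without agonist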
# M5 PAM: CHRM5 positive allosteric modulation. P08912. CHO-K1 hM5, Fluo-8 calcium, ACh EC20 PAM; 0% = ACh EC20, 100% = ACh EC100. activation, % at 3 µM. 360,000 compounds, 0.3% hits;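 active = activation above the run cutoff, the mean activation of all test compounds plus 3 SD, cut at about 18% in these data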
#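 system = human M5 receptor in CHO-K1 cells | compound = one concentration, 3 µM final (nominal) | schedule = Post-acetylcholine fluorescence recording 140 s | signal = Fluo-8 calcium dye fluorescence, kinetic read | benchmarks = low control EC20 acetylcholine (0%), high control EC100 acetylcholine (100%) | repeats = singlicate, one well per test compound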
# M1 antag: blocks human M1 muscarinic receptor | P11229 | CHO-K1 hM1, Fluo-8 calcium fluorescence, ACh EC80 antagonist | inhibition, % at 3 µM | 360,000 compounds, 1.3% hits | AID 588852;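 active = percent inhibition above its own plate's cutoff, namely the mean of that plate's compound wells plus 3 SD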;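 also: peak over basal fluorescence ratio during 140 s after agonist addition; 0% = ACh EC80 plus DMSO and 100% = DMSO alone without agonist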
# Target sequence (P11229 whole entry, looked up): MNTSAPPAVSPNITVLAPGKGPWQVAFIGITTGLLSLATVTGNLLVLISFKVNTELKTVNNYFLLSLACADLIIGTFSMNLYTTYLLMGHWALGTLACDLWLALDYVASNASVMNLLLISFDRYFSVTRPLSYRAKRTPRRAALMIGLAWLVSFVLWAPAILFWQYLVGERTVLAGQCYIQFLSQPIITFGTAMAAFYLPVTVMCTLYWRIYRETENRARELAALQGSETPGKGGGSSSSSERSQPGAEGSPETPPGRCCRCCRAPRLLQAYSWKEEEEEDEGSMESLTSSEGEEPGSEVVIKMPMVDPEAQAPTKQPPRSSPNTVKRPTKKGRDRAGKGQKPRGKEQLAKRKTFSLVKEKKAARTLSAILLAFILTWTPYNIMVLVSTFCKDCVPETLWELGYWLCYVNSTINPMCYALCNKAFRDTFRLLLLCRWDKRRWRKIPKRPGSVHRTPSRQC
# CHRM5 agonist: CHRM5 agonism in calcium assay | P08912 | CHO-K1 hM5 cells, Fluo-8 calcium fluorescence; 0% DMSO wells, 100% maximal acetylcholine response | activation, % at 3 µM | 360,000 compounds, 0.19% hits | AID 624037;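 active = activation above the run's mean over test compounds plus 3 SD, cut at about 23% in these data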;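 also: signal is peak over basal fluorescence ratio across the kinetic read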
# CRFR2-BP ag: CRF-BP/CRF-R2 complex agonism; 350,000 compounds, 0.46% hits; HEK293 CRF-R2/CRF-BP, calcium dye fluorescence (FLIPR); percent of saturating CRF peptide response; AID 588473; activation, % at 13.2 µM;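 active = activation of at least 50%, plus an integration ratio under a set limit after plate pattern correction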;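 also: plate controls were neutral control wells without compound for no effect and CRF at EC100 for full effect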
# CHRM4 PAM: potentiates acetylcholine response at human M4 receptor | P08173 | CHO-K1 hM4/Gqi5, Fluo-8 calcium fluorescence, ACh EC20; 0% = ACh EC20, 100% = maximal ACh | activation, % at 3 µM | 360,000 compounds, 0.4% hits;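 active = activation above its plate's cutoff, the mean activation of sample wells plus 3 SD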; also: some results filed as inactive read as strong as hits
# M1 PAM: potentiates human M1 receptor response to acetylcholine; P11229; CHO-K1 hM1, Fluo-8 calcium fluorescence, ACh EC20; 0% = ACh EC20, 100% = maximal ACh; activation, % at 3 µM; 360,000 compounds, 0.088% hits; AID 588819; in the data active = activation above about 19%, passing the limit was not always enough
# * marks the source's active call; other numbers are inactive results; . = no result given. Outcome played no part in choosing rows; about 2.8% have a hit in one of these screens.
Compound,CHRM5 antagonist,CHRM4 agonist,M4 antag,M5 PAM,M1 antag,CHRM5 agonist,CRFR2-BP ag,CHRM4 PAM,M1 PAM
CC1CCCCC1N(C)C1CCN(C(=O)CNC(=O)/C=C/c2cccc(Cl)c2)CC1 (centres undefined),2,0,6,5,17,-9,-0.8,-9,-17
CN1C(=O)CC(C(=O)O)SC1=Nc1cccc(C(F)(F)F)c1 (centres undefined),-2,1,7,3,3,1,1.5,5,1
Cc1nnc2ccc(-c3ccc(NS(=O)(=O)c4ccccc4[N+](=O)[O-])cc3)nn12,0,0,5,6,-4,0,-1.0,-1,4
CC1CCCN(C(=O)c2ccc3ncsc3c2)C1 (centres undefined),7,1,1,-9,-8,2,-1.1,2,6
CCn1nc(NC(C)=O)c2cc3ccc(C)cc3nc21,11,11,-6,-4,4,-1,0.3,-7,-7
CN(C)C(=O)CCCCCCCCC(=O)N(C)C,4,0,7,6,-9,3,-0.6,-1,2
COc1ccc(OC)c(C2NC(=O)NC(C)=C2C(=O)OCc2ccccc2)c1 (centres undefined),-9,2,-12,2,-14,2,-0.4,-4,15
CCOC(=O)c1cc(-c2ccc(N3CCOCC3)cc2)nn1-c1ccccc1C(=O)O,-2,0,6,2,-11,2,-2.4,-2,8
COC(/C=C/Nc1ccc(OC)cc1)=C(C#N)C#N,-5,1,-14,5,-24,-2,-1.3,7,1
CCC(=O)N1CCc2cc(Br)cc(S(=O)(=O)CC(=O)OC)c21,-2,1,-11,-1,-7,-4,-1.5,11,7
Cc1nnc(C)n1/N=C/c1cccc(Oc2ccccc2)c1,-1,-1,8,1,-1,0,0.1,-1,-1
CC1CCCCN1C(=O)COC(=O)C1CCN(S(=O)(=O)c2ccc(Cl)c(C(F)(F)F)c2)CC1 (centres undefined),2,2,-11,2,-16,3,2.4,14,9
NC(=O)C1CCN(C(=O)CSc2nc3ccccc3s2)CC1,-3,1,4,-3,8,-4,-0.8,8,-4
COCC(=O)N(Cc1nc2sc(C)c(C)c2c(=O)[nH]1)C1CCCCC1,8,-1,-1,5,-17,3,1.0,20,15
Cc1c(C(=O)NCCS(=O)(=O)N2CCN(c3ccccc3F)CC2)cccc1[N+](=O)[O-],-3,3,-2,4,-16,1,-1.0,-7,10
Cc1ccc(C(=O)CC(=O)COc2ccc(Cl)cc2C)cc1,12,0,8,-6,-5,-1,-2.2,-3,3
CC(=O)Nc1nc(-c2ccccc2)cc(-c2ccco2)c1C#N,7,1,-2,0,0,3,-0.8,-4,5
CCCCC(=O)NC1(C(F)(F)F)C(=O)N(CC(C)C)C2=C1C(=O)CC(C)(C)C2 (centres undefined),-7,0,-5,4,-9,0,-1.8,14,-3
O=C(NC(=O)N1CCCCCC1)c1ccc(Cl)cc1,12,0,0,-9,-9,-5,-1.1,-4,8
O=C(Nc1ccc(N2CCOCC2)cc1)Nc1cnsn1,-9,3,-13,-8,-7,-5,-1.2,7,3
COc1cccc(OCC(O)CN2CCC(Cc3ccccc3)CC2)c1 (centres undefined),-1,2,-3,-6,3,-9,0.7,-5,-10
Cc1ccc(C(=O)Sc2cccccc2=O)cc1,42*,8,57*,-7,33*,3,1.0,-8,-3
O=C(COc1ccccc1)Nc1ccccc1N1CCCCC1,-15,-2,-8,1,5,-9,2.7,-3,-4
Cc1ccc(-c2nc(CS(=O)CC(=O)NC3CCCCC3)c(C)o2)cc1 (centres undefined),5,-1,-5,0,-16,-4,0.4,3,9
N#Cc1c(-c2ccco2)cc(-c2cccnc2)nc1N,-3,1,-2,1,-4,1,0.7,4,13
Cn1c(=O)c2c(SCC(=O)N3CCCCC3)nc(-c3ccccc3F)nc2n(C)c1=O,-15,1,-15,13,-16,1,-0.5,3,12
COc1ccccc1NC(=O)Cc1noc(CSc2nnc(C)s2)n1,1,0,-6,1,3,0,-0.4,3,-4
Cc1cccc(COc2ccccc2C(=O)N(C)CC(=O)Nc2cccc(F)c2)c1,-4,9,-5,-10,0,1,0.3,-6,-4
Cc1ccc(C(=O)NC2CCN(CC(=O)Nc3c(C)cc(C)cc3C)CC2)cc1,3,-1,-4,5,-11,0,0.2,2,9
COc1ccc(-c2nc(CS(=O)CC(=O)NC3CCCCC3)c(C)o2)cc1OC (centres undefined),6,1,-8,3,-23,-2,0.0,1,17
CC(=O)c1cccc(NC(=O)COC(=O)COc2ccc(Cl)cc2)c1,21,4,4,-8,-1,0,0.7,-5,1
COc1ccc(CC(=O)NC2=NCCS2)cc1,-4,0,3,8,-19,0,-0.5,-1,6
Cc1ccc(S(=O)(=O)N2CCN(CC(=O)NC3CCCc4ccccc43)CC2)c(C)c1 (centres undefined),13,3,-4,-17,2,-5,5.1,-14,2
NNC(=O)c1ccc(Oc2cc(Cl)cc(Cl)c2)o1,8,0,-7,2,-12,0,-1.4,2,12
O=C(Nc1cnccn1)c1cccnc1,10,0,9,0,-9,-1,0.4,1,10
CCN(CC)S(=O)(=O)c1ccc(Oc2ccccc2)cc1,6,0,15,-1,-4,-4,0.4,2,5
O=C(CSc1nnc(-c2ccc(S(=O)(=O)N3CCCC3)cc2)n1CC1CCCO1)NC1CC1 (centres undefined),-5,0,2,2,-22,-2,1.6,1,3
O=C(O)CC1CC(O)CCC1=O (centres undefined),2,0,4,3,-14,2,.,2,16
CCN(C(=O)COC(=O)C1CCC(C(C)(C)C)CC1)c1c(N)n(Cc2ccccc2)c(=O)[nH]c1=O (centres undefined),8,2,-11,5,-1,3,2.8,15,17
O=C(Nc1ccc(OCC(=O)N2CCOCC2)cc1)c1ccccc1Cl,7,2,-2,5,-1,-1,3.4,1,7
CCCc1ccc(Oc2cc(C)nc(N3CCOCC3)n2)cc1,-12,-1,-7,3,-6,-3,4.2,4,1
CN(C)S(=O)(=O)c1ccc(SCC(=O)Nc2ccc3c(c2)OCCO3)nc1,5,3,0,4,-14,5,0.3,-3,9
Cc1cc(C)c(C(=O)COC(=O)c2cccc(S(=O)(=O)NCc3ccccc3)c2)cc1C,4,0,12,-11,11,-2,3.3,-10,-6
COC(=O)c1ccc(/C=N/Nc2nc(-c3ccccc3)cs2)cc1,-4,-1,-11,-4,6,0,-0.5,1,-1
CC1CC(C)CN(CCCNC(=O)CCNC(=O)Cn2ccc3ccccc3c2=O)C1 (centres undefined),-2,1,-9,0,-2,-3,-0.1,9,8
CCCCn1nnnc1C(c1cc2ccccc2o1)N1CCN(c2c(C)cccc2C)CC1 (centres undefined),2,0,-1,-5,.,0,.,4,.
O=C(N/N=C/c1cc(Br)c(O)c(Br)c1O)c1cccnc1,7,0,0,-3,-1,-1,7.3,-5,2
O=C(CN1CCN(C(c2ccccc2)c2ccccc2)CC1)N1CCOCC1,24,2,37*,-14,63*,-5,-0.4,-16,-25
CCc1nc2c(OCc3ccc(F)c(F)c3)cccn2c1N(C)C(=O)c1ccco1,-5,0,-18,-2,-8,-3,.,6,6
COC(=O)c1ccccc1-c1cn(C)c2ccccc2c1=O,2,0,-7,-2,-4,-5,-1.6,-3,5

# Additional compounds:
Compound,CHRM5 antagonist,CHRM4 agonist,M4 antag,M5 PAM,M1 antag,CHRM5 agonist,CRFR2-BP ag,CHRM4 PAM,M1 PAM
CC(OC(=O)Cn1[nH]c(=O)c2ccccc2c1=O)C(=O)NC1(C#N)CCCCC1 (centres undefined),-9,0,-16,5,-6,1,-0.5,1,3
CS(=O)(=O)C1=NSC2=NC(=O)/C(=C\c3cccn3-c3ccc(Cl)cc3)C(=N)N21,11,2,6,-13,5,1,3.6,-5,-4
CC(C)=N/N=C(/c1ccc([N+](=O)[O-])cc1)C12CN3CN(CN(C3)C1)C2,-2,0,-8,5,20,-2,-1.5,2,-26
Cc1cc(C)c2c(C)nn(-c3ccccc3)c2n1,-5,-1,-4,-3,-14,-9,-0.9,6,9
CN(C(=O)c1ccco1)c1nnc(C23CC4CC(CC(C4)C2)C3)s1,-1,4,-11,2,-14,7,-0.8,7,10
CC1=CC(=O)Nc2ccccc2S1,7,1,-6,-10,-17,6,4.1,5,12
O=C(Nc1c(Cl)ccc2nsnc12)c1ccc([N+](=O)[O-])o1,-13,1,4,7,-16,0,0.9,13,16
CSc1ccc(S(=O)(=O)NC2CCCCC2)cc1,-4,0,5,0,8,-6,-1.8,-8,-12
Cc1cc(C)cc(N=c2c([N+](=O)[O-])nn(-c3ccc(Cl)cc3)n2O)c1,0,-2,-4,15,-24,-5,2.2,11,9
CC(=O)c1ccc(OC(C)C(=O)NC2CCCCC2C)cc1 (centres undefined),11,0,-8,2,-2,-2,-0.8,7,2

# Entries listed so far printed as active in CHRM5 antagonist:
Compound,CHRM5 antagonist,CHRM4 agonist,M4 antag,M5 PAM,M1 antag,CHRM5 agonist,CRFR2-BP ag,CHRM4 PAM,M1 PAM
Cc1ccc(C(=O)Sc2cccccc2=O)cc1,42*,8,57*,-7,33*,3,1.0,-8,-3

# Other compounds follow.
Compound,CHRM5 antagonist,CHRM4 agonist,M4 antag,M5 PAM,M1 antag,CHRM5 agonist,CRFR2-BP ag,CHRM4 PAM,M1 PAM
COc1ccc(C(C(=O)NC2CCCC2)N(C(=O)c2ccco2)c2cccc(C(C)=O)c2)cc1OC (centres undefined),-6,3,-9,-5,-33,-1,-1.4,-2,22
COc1ccc(-c2ccc3[nH]c4c(c3c2)CCN2C[C@@H]([C@H](C)O)[C@@H](N(C)C(=O)Nc3cc(Cl)cc(Cl)c3)C[C@@H]42)cc1,-8,10,-13,0,-3,0,0.3,-2,0
CCOC(=O)C1=CN(Cc2ccc(OC)cc2)C=C(C(=O)OCC)C1c1cccs1,-33,-1,-21,5,0,-3,1.8,-1,-2
CCOP(=O)(c1ccc(N(C)C)cc1)C(O)c1ccc(OC)cc1 (centres undefined),7,0,11,1,-14,0,0.4,2,7
Cc1cc(C(=O)COc2nncc3ccccc23)c(C)n1C,-4,1,5,-17,-9,-3,0.0,0,7
CC(=O)c1cccc(NC(=O)c2c(-c3c(F)cccc3Cl)noc2C)c1,1,3,-13,-1,-3,0,-1.0,4,12
Cc1ccsc1C(=O)NC(C)c1ccc2c(c1)OCO2 (centres undefined),-6,0,11,0,-10,-3,-0.2,-3,7
C/C(=N\Nc1ncc(Cl)cc1Cl)c1cccs1,6,9,3,-6,9,-4,.,-11,-3
Cc1ccc(-c2c[n+](CC(=O)Nc3nc(-c4ccc(F)cc4)cs3)c3n2CCC3)cc1,4,0,-1,-4,-6,-9,-0.8,3,-18
CC12CCCc3c(O)cc(=O)n(c31)-c1ccccc12 (centres undefined),-3,-2,4,8,-6,0,0.3,18,12
Cc1cc(C)c(S(=O)(=O)N2CCN(C(=O)c3cc4ccccc4oc3=O)CC2)c(C)c1,8,4,-2,-3,-1,1,-0.2,2,4
O=S(=O)(/N=C(/Nc1nccs1)c1ccc(F)cc1)c1ccccc1,12,0,5,3,-14,-1,-2.4,-2,6
COc1ccc(NC(=O)NCCN2CCN(c3ccc(C)cc3)CC2)c(Cl)c1,1,0,-10,7,-12,-5,-3.5,-4,3
